E-sel inducer: E-selectin induction on HUVECs; P16581; HUVEC E-selectin immunofluorescence imaging; normalized: neutral wells 0, TNF-alpha wells 100; activation, % at 7.58 µM; hit rate 0.37% among 260,000;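 active = mean E-selectin-positive cell signal at least 10% of the positive control, reached in at least 60% of replicates, without over 20% cell loss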;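 note: in these data hits start at about 27%; measured in HUVEC primary endothelial cells; signal is the percent of cells scored E-selectin positive by PE staining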
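Test system: HUVEC; input: 3,000 HUVEC/well; measured by: immunofluorescence imaging; read-out: % PE-positive cells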
PGC1a acetyl inh: modulators of PGC1a acetylation. U2OS PGC1a acetylation, AlphaScreen anti-acetyl-lysine; with virally co-expressed GCN5 acetyltransferase. hit rate 0.17% among 350,000. inhibition, % at 15.6 µM;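 active = every replicate shows inhibition of at least 40%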;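 note: 0% = neutral control wells and 100% = positive control wells; some results beyond the cut were filed as inactive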
miR122 inh: inhibitors of miR-122 in Huh7 cells. Huh7 miR-122 Renilla luciferase sensor, 48 h; neutral wells = 0, positive control = 100. activation (reporter increase), % at 12.5 µM. hit rate 0.3% among 340,000;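 active = mean replicate activation score at least 90 and every replicate individually at or above 90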;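 note: higher luciferase means less miR-122 activity so hits act as miR-122 inhibitors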
PglD DTNB: PglD (C. jejuni) enzyme inhibition; purified PglD enzyme, DTNB colorimetric CoA detection; inhibition, % at 12.5 µM; hit rate 0.098% among 360,000; AID 602405; in the data active = inhibition above about 16%, passing the limit was not always enough; note: strong numbers were not always called active
RAD54 branch: blocks human RAD54 Holliday junction branch migration; Q92698; FAM/BHQ fluorescence; inhibition, % at 10.4 µM; hit rate 0.14% among 360,000;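 active = mean normalized replicate activity at least 40 and at least half of replicates scoring 40 or more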;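 note: 0% = median of neutral control wells and 100% = median of positive control wells; inhibitors cause a drop in the FAM fluorescence signal; in these data hits start at about 50%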
Target sequence (Q92698 whole entry, looked up): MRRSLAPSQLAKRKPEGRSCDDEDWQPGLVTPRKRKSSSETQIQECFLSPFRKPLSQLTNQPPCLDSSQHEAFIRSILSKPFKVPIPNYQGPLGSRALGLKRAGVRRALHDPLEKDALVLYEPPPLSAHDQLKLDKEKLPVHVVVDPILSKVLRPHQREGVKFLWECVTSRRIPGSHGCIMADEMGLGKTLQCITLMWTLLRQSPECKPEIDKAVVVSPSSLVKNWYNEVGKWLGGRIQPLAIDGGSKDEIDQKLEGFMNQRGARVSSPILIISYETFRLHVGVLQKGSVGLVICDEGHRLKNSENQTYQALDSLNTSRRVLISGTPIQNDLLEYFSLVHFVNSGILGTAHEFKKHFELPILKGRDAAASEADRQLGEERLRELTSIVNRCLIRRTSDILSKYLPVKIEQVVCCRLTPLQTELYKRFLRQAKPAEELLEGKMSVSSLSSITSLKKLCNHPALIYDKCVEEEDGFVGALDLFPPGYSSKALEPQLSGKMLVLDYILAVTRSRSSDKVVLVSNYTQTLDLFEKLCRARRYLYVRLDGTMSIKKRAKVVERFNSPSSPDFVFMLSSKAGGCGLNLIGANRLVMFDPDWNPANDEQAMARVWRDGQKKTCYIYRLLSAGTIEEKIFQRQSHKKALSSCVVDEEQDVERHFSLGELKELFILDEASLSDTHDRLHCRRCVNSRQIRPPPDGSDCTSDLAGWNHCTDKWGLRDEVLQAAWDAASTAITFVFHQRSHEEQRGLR
Cneo AK release: causes C. neoformans cell lysis; hit rate 0.2% among 360,000; lysis activity, % at 15 µM; adenylate kinase release luminescence, 4 h; normalised: neutral wells 0, clomiphene wells 100; AID 651654;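 active = mean lysis activity across replicates of at least 80%, whatever share of replicates individually reach that level; inactive = mean lysis activity below 80%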
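Test system: log-phase Cryptococcus neoformans yeast cells; Quantity: yeast cell density of 5 × 10^6 cells/mL; Buffer or medium: YPD; Doses: single compound concentration per well; Timing: 4 h at 37 °C static, read 1 h later; Measured by: AK luminescence; Read-out basis: lysis from increased AK signal; Control set: Clomiphene as positive control.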
RAD52 anneal inh: inhibitors of human RAD52 DNA annealing. recombinant RAD52 DNA annealing, FRET fluorescence. inhibition, % at 18.7 µM. hit rate 0.46% among 360,000. AID 651710;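 active = every replicate showing at least 50% inhibition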
ERAP1 inh: blocks human ERAP1 aminopeptidase activity; AID 652197; recombinant ERAP1, Leu-AMC fluorescence, 60 min; inhibition, % at 10.7 µM; hit rate 0.15% among 340,000;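 active = mean replicate inhibition of at least 30%, or all replicates individually reaching that 30% level; inactive = mean below 30% and not every replicate reaching it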;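 note: 0% = neutral control wells and 100% = L-leucinethiol positive control wells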
Starred values were filed as active, the others as inactive; i = inactive; . = no result given; [ ] = another dose, or the depositor's remark.

compound	PglD DTNB	miR122 inh	E-sel inducer	PGC1a acetyl inh	Cneo AK release	ERAP1 inh	RAD52 anneal inh	RAD54 branch
C(#CCN1CCOCC1)COCCOC(c1ccccc1)c1ccccc1	-3	5	.	-3	4	.	.	-3
CO[C@@H]1CC[C@H]2CCN(C)C(=O)[C@@H](C)CN(C)C(=O)c3cccc(C#N)c3OC[C@@H]1O2	-1	.	0.1	.	2	0	1	4
CC(=O)N1c2ccc(F)c(F)c2C[C@H]1C	1	-5	0.1	.	-2	-2	-12	-9
COc1c(C)cccc1C(=O)NCc1ccc2c(c1)OCO2	8	12	.	2	-7	1	-14	8
C[C@@H]1CN([C@H](C)CO)C(=O)Cc2cc(NC(=O)c3ccncc3)ccc2O[C@@H]1CN(C)S(=O)(=O)c1cccs1	10	4[16.7 µM]	.	0	-4	1	-12	-1
O=C(N/N=C/c1ccc(OC(=O)c2ccc([N+](=O)[O-])cc2)cc1)c1cccnc1	4	4	0.3	1	1	-2	-10	1
C[C@@H]1CN([C@@H](C)CO)C(=O)c2cc(NS(=O)(=O)c3ccc(F)cc3)ccc2O[C@@H]1CN(C)Cc1ccc(C(=O)Nc2ccccc2N)cc1	2	53[16.7 µM]	.	5	-1	3	0	-5
Cc1ccc(N2CC(C(=O)Nc3ccccc3C(=O)N3CCOCC3)CC2=O)cc1 (configuration not stated)	0	0	.	.	-1	-1	4	9
O=C(Cc1ccccc1)N1C[C@@H]2[C@H](c3ccccc31)[C@@H](CO)N2C(=O)C1CCCCC1	2	10[16.7 µM]	-0.2	-13	-4	-1	-10	-3
O=C(NCCC1=CCCCC1)N[C@@H](Cc1ccccc1)C(=O)O	4	-2	.	-6	3	.	.	-5
CCc1onc(C)c1C(=O)Nc1ccc(N2CCOCC2)cc1	3	-3	-0.1	2	2	1	2	6
CCN(CC)S(=O)(=O)c1ccc(S(=O)(=O)NCC2CCCO2)cc1 (configuration not stated)	2	6	.	.	-1	-1	-7	-5
CC1=CC(C)C2(COC(=O)Nc3ccccc3)COC(C)C1C2C (configuration not stated)	.	20	.	-22	.	-8	-14	.
N#CC(C#N)=C1C(=O)N(CCN2CCOCC2)c2ccccc21	-1	-4	0.2	9	2	0	-16	0
COc1ccc(CCNc2cc(C)nc3c(-c4ccc(Cl)cc4)cnn23)cc1OC	-4	16	.	9	-2	.	.	-1
CCNC(=O)COC(=O)c1cccc(Br)c1	1	9	.	6	-2	-2	-12	-5
CC(NC(=O)C1CCN(CCOc2ccc(Cl)cc2)CC1)c1cccc2ccccc12 (configuration not stated)	-1	-9	-0.3	6	8	2	24	-7
CCOC(=O)CCCCCC(=O)Nc1ccc2c(c1)CC(=O)N([C@@H](C)CO)C[C@@H](C)[C@@H](CN(C)C(=O)Nc1ccc(C(F)(F)F)cc1)O2	-2	-1	0.0	-1	-2	1	-38	7
Cc1nc(-c2cccc(Cl)c2)n[nH]1	.	.	-0.1	-9	.	-4	7	.
COc1ccccc1CNC(=O)C[C@H]1C[C@@H]2c3cc(NC(=O)Nc4ccccc4F)ccc3O[C@@H]2[C@H](CO)O1	4	1[16.7 µM]	0.6	-2	-9	3	-1	4
C[C@@H]1CN([C@@H](C)CO)C(=O)c2cc(NC(=O)CCN3CCOCC3)ccc2O[C@@H]1CN(C)CC1CCCCC1	1	-1[16.7 µM]	0.0	5	48	-4	-16	-1
COc1cc(S(=O)(=O)Nc2ccc(C)cc2)ccc1N=Cc1c(C)c(C#N)c(=O)n(C)c1O	.	13	.	-4	.	5	i	.
C[C@@H]1CN([C@@H](C)CO)C(=O)Cc2cc(NS(=O)(=O)c3cccs3)ccc2O[C@H]1CN(C)Cc1ccc(-c2ccccc2)cc1	0	-15[16.7 µM]	-0.1	-3	0	-2	33	-4
Cc1ccc(C)c(NC(=S)N(C2CCCCC2)C(C)c2cccnc2)c1 (configuration not stated)	-2	10	0.5	-12	3	-1	-12	-3
Cc1ccc(-c2ccc([C@@H]3[C@H](CO)N4CCCCN(C(=O)c5ccc(F)cc5)C[C@@H]34)cc2)cc1	4	-10[16.7 µM]	0.3	-1	10	-4	22	13
COc1cccc(-c2nnc(NC(=O)c3ccco3)s2)c1	-3	3	0.7	1	-3	-3	-7	-1
CCCCNC(=O)C(=O)Nc1cc2c3c(c1)CCC(=O)N3CCC2	3	0	0.3	-2	0	4	-5	-16
Cc1onc(-c2ccccc2)c1C(=O)Nc1nc(-c2ccccc2)cs1	0	-2	.	3	-1	.	.	-3
CC(=O)Nc1ccc(S(=O)(=O)NCC(=O)OCC(=O)Nc2sccc2C(N)=O)cc1	4	0	1.3	0	-2	-1	-4	-7
COc1ccc(NC(=O)CSCC(=O)N(C)CC(=O)Nc2c(C)cccc2C)cc1	5	.	0.8	.	1	-6	-11	9

Entries of single compounds, looked up by structure.
Cc1ccc(N2CC(C(=O)Nc3ccccc3C(=O)N3CCOCC3)CC2=O)cc1 (configuration not stated) is listed with PglD DTNB = 0; miR122 inh = 0; E-sel inducer = .; PGC1a acetyl inh = .; Cneo AK release = -1; ERAP1 inh = -1; RAD52 anneal inh = 4; RAD54 branch = 9
CC(NC(=O)C1CCN(CCOc2ccc(Cl)cc2)CC1)c1cccc2ccccc12 (configuration not stated) is listed with PglD DTNB = -1; miR122 inh = -9; E-sel inducer = -0.3; PGC1a acetyl inh = 6; Cneo AK release = 8; ERAP1 inh = 2; RAD52 anneal inh = 24; RAD54 branch = -7

(more compounds)
compound	PglD DTNB	miR122 inh	E-sel inducer	PGC1a acetyl inh	Cneo AK release	ERAP1 inh	RAD52 anneal inh	RAD54 branch
CC1CCN(c2ccc(-c3ccc(NC(=O)C(F)(F)F)cc3)nn2)CC1	-11	0	.	4	2	.	.	-9
C=CCOC(=O)C1=C[C@@H](c2ccc(Br)cc2)C[C@@H](OCCCCO)O1	1	.	1.0	.	0	.	-27	-2
CNC[C@H]1Oc2ccc(NC(=O)c3ccncc3)cc2CC(=O)N([C@H](C)CO)C[C@H]1C	3	-8[16.7 µM]	-0.1	1	3	10	-4	10
O=C(c1cccn(Cc2ccc(Cl)c(Cl)c2)c1=O)N1CCOCC1	2	-8	.	.	0	.	.	-1
O=C(CCCN1C(=O)/C(=C\c2cccc(Br)c2)SC1=S)Nc1cccnc1	1	.	.	.	-3	-2	-20	1
COc1ccccc1NC(=O)N1C[C@H](O)COC[C@H]2O[C@@H](CC(=O)NCCc3ccccc3)CC[C@@H]21	0	-4[16.7 µM]	0.1	-1	-3	-1	12	3
CCC1Nc2ncnc(N3CCOCC3)c2N(Cc2ccc(OC)cc2)C1=O (configuration not stated)	-1	-2	0.2	-2	-1	.	2	-5
CCOC(=O)c1c(CN2CCCCC2)n(C)c2cc(Br)c(O)cc12	0	-5	.	-6	-2	.	.	7
O=C(c1cc2cc([N+](=O)[O-])ccc2oc1=O)N1CCN(C2CCCCC2)CC1	1	-4	5.5	0	4	-3	-15	-5
COc1ccc(C(CNC(=O)c2cccc(NC(=O)c3cccs3)c2)N2CCCC2)cc1 (configuration not stated)	2	-13	0.0	4	0	-2	-29	-11
N#C/C(=C\c1cccnc1)c1ccc(Br)cc1	6	.	0.2	.	2	-1	-7	0
CC(C)NC(=O)N(C)C[C@@H]1Oc2ccc(NC(=O)Nc3ccc(C(F)(F)F)cc3)cc2CC(=O)N([C@H](C)CO)C[C@H]1C	-1	1[16.7 µM]	-0.1	-1	0	4	-7	-6
CN1C(=O)c2cc(NS(=O)(=O)c3ccccc3F)ccc2OC[C@@H]2O[C@@H](CC(=O)NC3Cc4ccccc4C3)CC[C@@H]21	0	.	0.2	.	4	1	-3	-3
Cc1cccc(CN2CCNC2=O)c1	-2	-5	.	5	1	.	.	-16
COc1ccc(N2CCN(C(c3ccccc3)c3nnnn3Cc3ccc(F)cc3)CC2)cc1 (configuration not stated)	-2	29	.	-18	0	.	.	-11
COc1ccc(S(=O)(=O)N2CCCCCC2)cc1NC(=O)CCc1cc(OC)c(OC)c(OC)c1	-3	-3	.	-4	-2	-2	-6	0
Cc1c(N)cccc1-n1cnnn1	.	4	-0.1	16	.	-1	-10	.
O=C(NCCN1CCN(C(=O)c2cccc([N+](=O)[O-])c2)CC1)C(=O)NCc1ccc(Cl)cc1	3	-10	-0.3	-1	-1	-1	-1	7
NS(=O)(=O)c1ccc(CCNC(=O)COC(=O)CCSc2ccc(Cl)cc2)cc1	-7	1	.	5	-1	.	.	-1
Fc1ccccc1OCC1CCCN(Cc2nc(CC3CC3)no2)C1 (configuration not stated)	.	1	.	-10	.	0	0	.
O=C(CSc1nnc(-c2ccc(O)cc2)o1)NNC(=O)c1ccncc1	3	-8	-0.2	.	-1	-4	-5	1
CCOC(=O)C1CCCN(C(=O)C(C)Oc2ccc(Cl)cc2Cl)C1 (configuration not stated)	.	-3	.	-12	.	1	-1	.
COC(=O)c1ccc(NC(=O)CCS(=O)(=O)c2ccc(C)cc2)cc1	-1	10	-0.2	-12	-1	-9	-19	-4
Cc1noc(C)c1C(=O)N1CCc2ccccc2C1	-1	-7	.	27	2	.	.	10
O=C(CCS(=O)(=O)Cc1ccccc1F)N1CCc2ccccc2C1	-125	-6	.	15	1	.	.	-13
Nc1ccc2oc(-c3ccccn3)nc2c1	-5	-2	.	-16	-3	.	.	-4
Cc1ccc(NC(=O)CNc2cc(S(=O)(=O)N3CCOCC3)ccc2N2CCOCC2)cc1S(=O)(=O)N(C)C	-2	5	-0.4	-9	0	-6	-16	0
O=C(NCCc1ccccc1)Nc1nnc([C@@H]2C[C@H](O)[C@@H](CO)O2)s1	-1	-4	-0.1	5	-1	-4	-4	11
CCCCn1nc(C(=O)OCC(=O)Nc2sccc2C(N)=O)c2ccccc2c1=O	0	-6	-0.9	.	-1	3	-46	4
Cc1cc(-n2c(C)cc(C(=O)CSc3nnnn3-c3ccccc3)c2C)no1	-6	2	.	-22	-2	5	-7	4
COc1ccc(C(=O)NCc2csc(C(C)C)n2)cc1OC1CCN(C(C)=O)CC1	0	3	-0.1	0	0	-8	-17	1
C[C@@H]1CN([C@@H](C)CO)C(=O)c2cc(C#CC3CCCC3)cnc2O[C@@H]1CN(C)Cc1ccncc1	-2	0[16.7 µM]	0.2	-11	12	-1	1	-6
COc1ccc(CCNC(=O)CSc2nnc(-c3cccc(C)c3)o2)cc1OC	-7	-11	.	-4	-3	.	.	3
CCC(C)(C)NC(=O)C(c1ccc(C)cc1)N(CC1CCCO1)C(=O)CNC(=O)c1cccs1 (configuration not stated)	2	1	.	11	0	.	.	-6
C[C@@H]1CN([C@H](C)CO)C(=O)c2cccc(NS(=O)(=O)c3cn(C)cn3)c2O[C@H]1CN(C)S(=O)(=O)c1ccccc1	2	1[16.7 µM]	-0.4	3	1	4	-3	1
NNC(=O)c1cc2cc3ccccc3nc2s1	-10	4	0.3	.	0	1	-6	3
O=C(C[C@@H]1C[C@H]2c3cc(NS(=O)(=O)c4ccc(F)cc4)ccc3O[C@H]2[C@H](CO)O1)NCc1cccnc1	-2	1[16.7 µM]	0.6	-1	-4	1	-12	-7
CC(C)[C@@H](C(=O)NC1CCCC1)N1C(=O)N2CCc3c([nH]c4ccccc34)[C@@]2(C)C1=O	-6	-22	.	-10	-3	7	-2	7
COc1ccccc1NC(=O)c1ccc2c(c1)OCO2	9	13	.	2	-4	-1	-12	3
COc1ccc(N2C(=O)C(CC(=O)O)S/C2=C\C(C)=O)cc1 (configuration not stated)	4	-4	.	-8	-2	.	.	4

Screening results as filed in PubChem.
